LGR2 inh: Drosophila LGR2 receptor signaling inhibition; 380,000 compounds, 0.35% hits; inhibition, % at 9.99 µM; AID 720647; HEK293 LGR2, CRE-luciferase, bursicon-stimulated, 4 h;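 active = drop in luminescence signal, shown as inhibition above about 50% in the replicate tests, limit read from the data, passing the limit was not always enough; inconclusive = probably only some replicates passing the limit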;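 note: agonist challenge used bursicon conditioned medium at about half maximal strength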
EWS-Fli block: inhibitors of EWS/Fli oncoprotein transcriptional activity. A673 NR0B1-luciferase reporter, viability-normalised. inhibition, % at 12.6 µM. 350,000 compounds, 0.67% hits. AID 651661;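 active = mean inhibition of at least 50% after viability correction, with every replicate also passing that limit; inconclusive = mean reaches 50% but only one of two replicates passes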;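 note: firefly luciferase signal divided by Alamar Blue viability fluorescence both relative to DMSO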
ARNT TACC3 PPI: disruptors of human ARNT/TACC3 interaction. Q9Y6A5. AlphaScreen His-ARNT PAS-B/GST-TACC3 binding, luminescence; TACC3 fragment carries E629A point mutation. inhibition, % at 9.99 µM. 390,000 compounds, 0.66% hits;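 active = mean inhibition of replicates at least 50% and at least half of replicates each reaching 50%; inconclusive = half or more replicates reach 50% but mean below 50%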;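 note: 0% = complete ARNT plus TACC3 wells and 100% = ARNT alone without TACC3; many hits fall short of the cut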
DENV2 CPE: protects cells from dengue virus 2 cytopathic effect | DENV2-infected cells, cytopathic effect rescue, plate reader | CPE inhibition, % at 9.99 µM | 350,000 compounds, 1.7% hits | AID 651640; in the data active = CPE inhibition above about 20%, passing the limit was not always enough; inconclusive = no clear call, values can overlap the other calls; tested in BHK-21 cells;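 note: 0% = median of neutral control wells and 100% = median of positive control wells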
PAX8 inh HTS: PAX8 transcriptional activity inhibition. RMG-I TPO-luciferase reporter, SteadyGlo, 24 h. inhibition, % at 12.6 µM. 360,000 compounds, 1.2% hits. AID 652154;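 active = mean replicate inhibition at least 60% with every replicate also reaching 60%; inconclusive = only one of the two criteria is met; inactive = mean below 60% and not all replicates reaching 60%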;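 note: luciferase light reporting Pax8 driven TPO promoter activity; plate controls were median of neutral control wells for no effect and mitoxantrone controls for full effect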
Casp6 inh: inhibitors of human caspase-6. 350,000 compounds, 0.53% hits. purified caspase-6, Z-VEID-R110 cleavage fluorescence. inhibition, % at 12.5 µM. P55212;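 active = mean inhibition across replicates at least about 35%, with every replicate also reaching that limit, limit read from the data; inconclusive = only one of the two criteria met; inactive = neither criterion met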;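 note: 0% = median of neutral control wells and 100% = no fluorescence left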
Target sequence (P55212 24-179 limits assumed): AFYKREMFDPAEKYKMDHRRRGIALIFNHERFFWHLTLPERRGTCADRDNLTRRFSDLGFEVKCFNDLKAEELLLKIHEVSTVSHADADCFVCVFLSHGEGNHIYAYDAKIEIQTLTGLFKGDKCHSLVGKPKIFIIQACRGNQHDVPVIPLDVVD
Target sequence (P55212 194-293 limits assumed): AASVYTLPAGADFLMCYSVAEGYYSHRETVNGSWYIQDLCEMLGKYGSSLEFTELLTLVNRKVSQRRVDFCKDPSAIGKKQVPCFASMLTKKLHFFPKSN
SIRT5 block: inhibitors of human sirtuin-5 desuccinylase | Q9NXA8 | Purified SirT5, succinyl-peptide AMC, trypsin-coupled fluorescence | inhibition, % at 15 µM | 330,000 compounds, 1.1% hits; in the data active = inhibition above about 15%; inconclusive = no clear call, values can overlap the other calls
Target sequence (Q9NXA8 whole entry, looked up): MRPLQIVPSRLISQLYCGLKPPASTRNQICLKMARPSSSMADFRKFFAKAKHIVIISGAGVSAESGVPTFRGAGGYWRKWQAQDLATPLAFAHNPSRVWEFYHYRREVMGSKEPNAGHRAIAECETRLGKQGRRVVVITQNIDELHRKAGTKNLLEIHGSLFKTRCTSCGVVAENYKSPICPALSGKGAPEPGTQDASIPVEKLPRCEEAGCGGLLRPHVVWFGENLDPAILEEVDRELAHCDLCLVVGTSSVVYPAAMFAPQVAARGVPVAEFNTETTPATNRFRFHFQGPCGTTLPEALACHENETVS
An asterisk follows results filed as active; ? = inconclusive; nt = no result given. Compounds were not picked by outcome; overall some 4.9% were active at least once.

SMILES	LGR2 inh	EWS-Fli block	ARNT TACC3 PPI	DENV2 CPE	PAX8 inh HTS	Casp6 inh	SIRT5 block
Cc1ccc(NC(=O)C2(C)CCN2C(=O)Cc2ccc(C(C)C)cc2)cc1 (centres undefined)	0	20	nt	2	26	1	-1
COc1ccc(C(C)(C)C)cc1S(=O)(=O)NCC1CCCO1 (centres undefined)	-4	3	-4	6	-3	1	2
COc1ccc(Oc2nc(OC)cc(OC)n2)cc1	9	11	-25	?	0	0	-5
Nc1ncnc2c1ncn2[C@@H]1O[C@H](CNCc2cn(CC(=O)NC3CC3)c3ccccc23)[C@@H](O)[C@H]1O	-10	-7	-4	2	2	1	-9
C[C@@H]1CCCCO[C@@H](CN(C)Cc2ccccc2)[C@@H](C)CN([C@H](C)CO)C(=O)c2cc(NC(=O)C3CCCCC3)ccc2O1	-12	1	4	-6	8	0	-1
COc1ccc(-n2nc(C(=O)NCc3ccco3)c3c4ccccc4n(C)c3c2=O)cc1	-9	7	8	3	26	2	-2
COc1ccccc1C(=O)N1C[C@@H]2[C@H](c3ccccc31)[C@H](CO)N2CC1CCOCC1	-4	11	-3	nt	2	nt	nt
CC(C)Cn1c(N)c(C(=O)COC(=O)/C=C/c2ccccc2)c(=O)n(C)c1=O	12	14	0	3	20	3	-1
COCCN(C(=S)Nc1cccc(OC)c1)C1CCN(C(C)=O)CC1	-10	-40	-8	nt	0	nt	nt
COc1ccc(C(=O)NCC(=O)NCc2cc(=O)n(C)c(=O)n2C)cc1	0	7	-3	11	-5	1	2
C[C@@H](NC(=O)C[C@@H]1C=C[C@@H](NC(=O)Cc2ccccn2)[C@@H](CO)O1)c1ccccc1	-2	nt	7	9	nt	2	-18
O=C(Nc1ccc(Br)cc1)C1CC=CCC1C(=O)OCC1CCCO1 (centres undefined)	5	-5	-14	0	nt	8	0
O=C(C[C@@H]1C=C[C@@H](NC(=O)c2ccccn2)[C@H](CO)O1)NCc1cccc(F)c1	31	2	-1	36*	-10	0	-1
COc1cc(OC)cc(C(=O)NCC(=O)OCC(=O)c2ccc3c(c2)-c2ccccc2C3)c1	nt	-1	0	-11	-19	-5	-3
C[C@@H]1CN([C@H](C)CO)C(=O)c2cc(NC(=O)Cc3cn(C)c4ccccc34)ccc2O[C@@H]1CN(C)C	12	nt	nt	8	-14	-1	4
Cc1cccc(C)c1N(CC(=O)N1CCCC1)S(C)(=O)=O	-2	9	11	4	-7	-1	4
Cc1cc2ccccc2n1CCNC(=O)c1ccc(S(=O)(=O)N2CCOCC2)cc1	9	17	-96	3	nt	-2	1
COc1cc(OC)c(NC(=O)C2CCCN2C(=O)OCc2ccccc2)cc1Cl (centres undefined)	4	-5	-42	4	5	2	1
COc1ccccc1NC(=O)Nc1ccnn1C1CCN(C(=O)c2cscn2)CC1	-6	-25	-6	-1	-55	nt	-3
Cc1ccc(-n2ccnc2SCC(=O)O)cc1C	-1	12	-5	3	-4	-1	-2
O=C(c1ccccn1)N1CC2(C1)[C@H](c1ccccc1)[C@@H](CO)N2C(=O)CC1CC1	9	5	nt	4	8	0	1
CCSc1nnc(NC(=O)NCC(F)(F)F)s1	-3	nt	-2	nt	nt	-2	-2
CCCCNC(=O)[C@@H]1CC=C[C@@H]2CCN(Cc3ccc(Cl)c(Cl)c3)C(=O)[C@@H]21	12	2	2	?	-5	nt	nt
O=C(Nc1ccc(F)cc1)N1CCCCN2[C@H](CO)[C@@H](c3ccc(-c4ccccc4F)cc3)[C@H]2C1	nt	-6	19	16	4	0	2
CCOC(=O)c1c(C)[nH]c(C(=O)NNC(=O)c2ccccc2F)c1C	-22	-64	nt	0	-150	2	nt
Cc1ccc(Cl)cc1N1CCN(S(=O)(=O)c2ccc3[nH]c(=O)c(=O)[nH]c3c2)CC1	-19	-5	-3	-1	8	18	1
CCN(C(=O)COc1ccc(C(C)=O)cc1)c1cccc2ccccc12	-2	7	nt	10	16	2	1
COCC(=O)N1C[C@@H](C)[C@@H](OC)CN(C)C(=O)c2ccc(NC(=O)c3ccc(F)cc3)cc2OC[C@H]1C	13	7	-12	-5	2	-1	-3
CCN(CC)CCN(Cc1cc2cc3c(cc2[nH]c1=O)OCCO3)C(=S)NCCCN(C)C	-5	8	6	-3	-4	-58	2
CCC(=O)N[C@@H]1C=C[C@H](CC(=O)NCCN2CCCCC2)O[C@@H]1CO	-5	-44	-17	3	-5	3	-13

Reformatted field by field: part of the list above
O=C(Nc1ccc(F)cc1)N1CCCCN2[C@H](CO)[C@@H](c3ccc(-c4ccccc4F)cc3)[C@H]2C1
  LGR2 inh = nt | EWS-Fli block = -6 | ARNT TACC3 PPI = 19 | DENV2 CPE = 16 | PAX8 inh HTS = 4 | Casp6 inh = 0 | SIRT5 block = 2

CCN(CC)CCN(Cc1cc2cc3c(cc2[nH]c1=O)OCCO3)C(=S)NCCCN(C)C
  LGR2 inh = -5 | EWS-Fli block = 8 | ARNT TACC3 PPI = 6 | DENV2 CPE = -3 | PAX8 inh HTS = -4 | Casp6 inh = -58 | SIRT5 block = 2

CCC(=O)N[C@@H]1C=C[C@H](CC(=O)NCCN2CCCCC2)O[C@@H]1CO
  LGR2 inh = -5 | EWS-Fli block = -44 | ARNT TACC3 PPI = -17 | DENV2 CPE = 3 | PAX8 inh HTS = -5 | Casp6 inh = 3 | SIRT5 block = -13

COCC(=O)N1C[C@@H](C)[C@@H](OC)CN(C)C(=O)c2ccc(NC(=O)c3ccc(F)cc3)cc2OC[C@H]1C
  LGR2 inh = 13 | EWS-Fli block = 7 | ARNT TACC3 PPI = -12 | DENV2 CPE = -5 | PAX8 inh HTS = 2 | Casp6 inh = -1 | SIRT5 block = -3

The results go on:
SMILES	LGR2 inh	EWS-Fli block	ARNT TACC3 PPI	DENV2 CPE	PAX8 inh HTS	Casp6 inh	SIRT5 block
Cc1ccc(N2CCN(S(=O)(=O)c3cccs3)CC2C)cc1 (centres undefined)	-17	14	nt	-7	nt	-4	-2
Cc1ccc(CCc2nnc(SCC(=O)Nc3cc(Cl)ccc3Cl)n2-c2ccccc2)o1	17	nt	-9	nt	14	nt	nt
CCN(CC(=O)NCc1cccs1)C(=O)c1ccc(-c2ccccc2F)o1	-21	-17	2	4	-4	1	-3
Nc1c(Cl)cc2c(c1Br)Cc1ccccc1-2	-60	1	7	11	2	-1	4
Cc1ncsc1CCOC(=O)c1cccnc1	5	-1	-1	5	nt	-1	-1
COc1cccc(S(=O)(=O)N2CCCCN3[C@@H](CO)[C@@H](c4ccc(C#CC5CC5)cc4)[C@@H]3C2)c1	14	13	10	-33	?	-2	4
CC(C)(C)OC(=O)CNC(=O)c1[nH]cnc1C(=O)NC1CCN(C(=O)OC(C)(C)C)CC1	21	1	4	-6	10	3	0
CCOc1ccc(C(=O)COC(=O)c2c(-c3ccccc3)noc2C)cc1	6	49	-7	-10	32	nt	-2
CN1CCN(C(=O)C[C@@H]2C[C@@H]3c4cc(NC(=O)Nc5ccc(F)cc5)ccc4O[C@@H]3[C@@H](CO)O2)CC1	-10	-11	-3	3	nt	-1	1
COC(=O)c1cc(-c2ccc(NC(C)=O)cc2)nc2ccccc12	-13	-1	nt	-6	-4	3	-3
CC(C)C(NC(=O)C12CC3CC(CC(C3)C1)C2)C(=O)N/N=C/C1=C(N2CCOCC2)C(=C\c2ccc([N+](=O)[O-])cc2)/CC1 (centres undefined)	44	6	nt	3	21	2	-2
Cc1ccc(-c2nc3ccccc3[nH]2)cc1NC(=O)c1sc2cc(Cl)ccc2c1Cl	-7	nt	-4	nt	-12	nt	nt
CCN(C(=O)CN1CC(C)OC(C)C1)c1c(N)n(Cc2ccccc2)c(=O)[nH]c1=O (centres undefined)	19	-5	-2	3	5	2	0
COc1ccc(CNC(=O)C2CCN(S(=O)(=O)N3CCC(C)CC3)CC2)c(OC)c1	-12	2	nt	16	10	-1	nt
CCC(=O)N1C[C@H](O)COC[C@H]2O[C@H](CC(=O)NCc3ccc(Oc4ccccc4)cc3)CC[C@@H]21	11	-1	-3	?	-17	1	3
O=C(N/N=C/c1ccccc1Br)c1cccc(S(=O)(=O)N2CCOCC2)c1	-29	-8	-5	?	-17	-6	0
CCOc1ccc(S(=O)(=O)N2CC(=O)Nc3ccccc32)cc1	0	28	0	-5	36	-4	0
Clc1cccc(Cl)c1Cn1c(-c2cccnc2Cl)nc2ccccc21	8	13	-9	nt	nt	-1	-10
C[C@H]1CN([C@@H](C)CO)S(=O)(=O)c2ccc(-c3ccc(F)cc3)cc2O[C@@H]1CN(C)C(=O)C1CCOCC1	15	-6	-9	14	nt	1	-3
O=C(NCC(O)COc1ccc([N+](=O)[O-])cc1)c1ccccc1 (centres undefined)	6	-13	-3	1	3	1	nt
CCOC(=O)c1c(C)[nH]c(C)c1C(=O)COC(=O)C1CC(=O)N(CCc2ccccc2)C1 (centres undefined)	-26	12	-1	-6	-3	3	-2
COc1ccc(CNC(=O)CN2CCN(c3ccc(F)cc3)CC2)cc1	-12	-3	4	3	15	0	0
COc1ccccc1C(=O)NCCNc1ccc([N+](=O)[O-])cc1Cl	-14	-2	-2	-5	-9	0	nt
CCOc1ccc(C(=O)Nc2cccc(-c3nc4ccccc4[nH]3)c2C)cc1[N+](=O)[O-]	-16	83*	-11	10	13	2	2
C[C@H]1CNC(=O)c2c(C(=O)N(C)Cc3ccccc3)ncn21	15	-3	nt	5	-3	-3	0
CC(C)C1C(=O)N(Cc2cn(CCC3OCCO3)nn2)CCS(=O)(=O)N1Cc1ccc(-c2ccncc2)cc1 (centres undefined)	2	3	nt	8	17	-3	-1
NC(=O)NOCc1ccc(F)cc1Cl	23	27	nt	0	12	-3	-3
O=C(NNC(=S)NCC1CCCO1)c1ccc(S(=O)(=O)N2CCOCC2)cc1 (centres undefined)	7	2	-6	-11	-14	0	-2
CCN(C(=O)CN1C(=O)S/C(=C\c2cccc(Cl)c2)C1=O)C1CCS(=O)(=O)C1 (centres undefined)	11	0	0	6	21	4	-2
NNC(=O)CC1NCCN(Cc2ccccc2)C1=O (centres undefined)	-9	-1	1	1	-1	0	-3
O=C(O)CC(c1ccc(Br)cc1)N1Cc2ccccc2C1=O (centres undefined)	8	-12	-4	15	-6	1	-3
CC(=O)Oc1cc2oc(=O)cc(C)c2cc1Cl	4	15	-9	1	2	1	-154
O=C1c2ccccc2C(Nc2ccc(S(=O)(=O)N3CCCCC3)cc2)N1Cc1ccco1 (centres undefined)	1	21	22	0	4	-1	1
CCOc1ccc(S(=O)(=O)NCc2ccco2)cc1	4	nt	nt	nt	nt	-1	-3
CSc1ccc(CNC(=O)C2CCC(=O)N(CCc3ccc(Cl)cc3)C2)cc1 (centres undefined)	19	-1	nt	11	18	3	-3
C[C@@H]1CN([C@@H](C)CO)C(=O)c2cccc(NC(=O)C3CCCCC3)c2O[C@@H]1CN(C)C(=O)Nc1cccc2ccccc12	-1	6	-1	18	6	2	-2
CN(C(=O)C1CCN(S(=O)(=O)c2cccs2)CC1)C1CCCCC1	1	-6	-7	-3	nt	2	-2
O=C(O)c1ccc([N+](=O)[O-])cc1-c1cc([N+](=O)[O-])ccc1C(=O)O	3	2	3	?	4	2	2
CC[C@H](CO)Nc1nc(Nc2cccc(Cl)c2)c2ncn(C(C)C)c2n1	58*	4	nt	-1	78*	-1	-3
CCN(c1ccccc1)S(=O)(=O)c1ccc(OCC(=O)N2CCCC2)cc1	-11	-14	1	-1	1	0	0
N#Cc1c2ccc(OCC(=O)NCc3ccco3)cc2n2ccccc12	-10	-5	-3	-8	-9	16	0
C/C=C/c1ccc2c(c1)O[C@@H](CN(C)C(=O)Nc1cc(F)ccc1F)[C@H](C)CN([C@@H](C)CO)S2(=O)=O	-20	20	-2	-3	nt	0	4
C[C@@H]1CN([C@@H](C)CO)C(=O)c2cc(NS(=O)(=O)c3cccs3)ccc2O[C@H]1CN(C)CC1CCCCC1	8	2	54*	-5	-9	0	5
CCOc1ccsc1C(=O)NNC(=O)c1ccco1	11	-3	-5	4	-9	1	1
O=C(CNC(=O)c1cccs1)N/N=C/c1ccco1	3	1	-7	-1	2	-3	0
O=C(NCc1cccnc1)c1ccc(NS(=O)(=O)c2ccccc2)cc1	8	nt	-3	-6	9	-5	0
CC(Oc1ccc(Cl)cc1)C(=O)N/N=C/c1ccsc1 (centres undefined)	12	nt	-2	nt	17	nt	nt
CCCn1c(SCC(=O)NC2CC2)nnc1-c1cccs1	3	nt	0	14	9	1	4
